GPR35 antagonists: inhibition of zaprinast-stimulated GPR35 beta-arrestin translocation – imaging, U2OS, beta-arrestin-GFP, zaprinast agonist, primary screen (AID 2058). inhibition, % at 10 µM; hits with a dose series show IC50 in µM. 0.052% of 290,000 active. U2OS GPR35 beta-arrestin-GFP translocation imaging, zaprinast antagonism; higher % means a stronger effect;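 active = inhibition of at least 50% with at least 30 cells and total cytoplasm GFP at most 10,000,000; inconclusive = under 30 cells or total GFP of 10,000,000 plus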
West Nile antiviral: inhibition of WNV-induced cytopathic effect – cell-based, CPE readout (AID 1621). one-dose CPE inhibition, % at 10 µM; IC50 in µM for titrated hits. 0.02% of 290,000 active. West Nile virus-infected cells, CPE inhibition; higher % means a stronger effect; in the data active = a potency from the dose series; inconclusive = CPE inhibition mostly from about 3.7% at the one dose, without a potency; inactive = the rest, 99 in 100 with CPE inhibition below about 2.2%; note: strong numbers were not always called active
KOR beta-arrestin-1: kappa opioid receptor blockers – cell-based, luminescence, uHTS (AID 1778). KOR beta-arrestin recruitment, luminescence, antagonist mode; higher % means a stronger effect. one-dose inhibition, % at 10 µM; IC50 in µM for titrated hits. 0.091% of 290,000 active; in the data active = inhibition above about 50%; note: strong numbers were not always called active
KOR beta-arrestin-2: KOR agonists, beta-arrestin recruitment, primary screen, cell-based, luminescence, uHTS (AID 1777) | KOR beta-arrestin recruitment, luminescence; higher % means a stronger effect | activation, % at 10 µM, or EC50 in µM where a hit was titrated | 0.02% of 280,000 active; in the data active = activation above about 50%, passing the limit was not always enough; note: a part of the inactive calls stands beside numbers as strong as those of hits
GPR55 beta-arrestin: selective activators of receptor GPR55 – imaging, U2OS cells, beta-arrestin-GFP redistribution, primary screen (AID 1961); U2OS GPR55 beta-arrestin-GFP redistribution imaging; higher % means a stronger effect; one-dose activation, % at 10 µM; EC50 in µM for titrated hits; 0.048% of 290,000 active;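 active = activation above 40% with more than 50 cells counted in the well; inconclusive = wells holding fewer than 50 cells, flagged as toxic or sparse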;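 note: U2OS osteosarcoma cells stably expressing GPR55 and beta-arrestin-GFP; plate controls were DMSO negative control for no effect and LPI positive control for full effect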
NTR1 ag: NTR1-driven beta-arrestin-GFP spot formation – imaging, U2OS cells, high content, primary screen (AID 493036); 0.17% of 330,000 active; P30989; activation, % at 20 µM; agonist mode;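 active = activation at or above 40% of the spot to cytoplasm intensity ratio, with at least 20 cells analyzed; inconclusive = wells under 20 cells, flagged as cytotoxic or low count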;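 note: 0% = DMSO without peptide and 100% = 100 nM NTR1 peptide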
Target sequence (P30989 whole entry, looked up): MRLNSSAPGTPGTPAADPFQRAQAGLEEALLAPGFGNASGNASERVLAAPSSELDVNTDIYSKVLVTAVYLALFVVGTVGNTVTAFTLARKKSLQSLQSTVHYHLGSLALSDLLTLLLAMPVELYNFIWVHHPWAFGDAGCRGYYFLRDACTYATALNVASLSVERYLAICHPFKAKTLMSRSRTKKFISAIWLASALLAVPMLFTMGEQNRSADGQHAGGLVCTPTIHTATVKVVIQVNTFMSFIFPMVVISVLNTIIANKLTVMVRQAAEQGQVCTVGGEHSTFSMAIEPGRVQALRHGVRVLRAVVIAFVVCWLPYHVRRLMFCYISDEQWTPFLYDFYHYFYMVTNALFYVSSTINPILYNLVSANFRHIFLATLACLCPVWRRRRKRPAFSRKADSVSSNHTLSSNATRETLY
PhoP inhibition: PhoP-dependent GFP reporter repression – Salmonella Typhimurium, primary screen (AID 1863) | 0.16% of 300,000 active | inhibition, % at 50 µM; hits with a dose series show IC50 in µM | S. Typhimurium PhoP-regulated promoter GFP reporter, 4 h; higher % means a stronger effect;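 active = inhibition over 29.93%, a cutoff 3 SD above the screen mean, later confirmed by dose response; inconclusive = inhibition over 29.93% but no dose response follow-up; inactive = inhibition at most 29.93% or unconfirmed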;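 note: 0% = low Mg2+ inducing control and 100% = high Mg2+ repressing control; strong numbers were not always called active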
GPR55 LPI antagonism: inhibition of LPI-stimulated GPR55 beta-arrestin translocation – imaging, U2OS, beta-arrestin-GFP, LPI agonist, primary screen (AID 2013); U2OS GPR55 beta-arrestin-GFP translocation imaging, LPI antagonism; higher % means a stronger effect; 0.13% of 290,000 active; one-dose inhibition, % at 10 µM; IC50 in µM for titrated hits;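 active = spots per cell inhibited over 60%, with over 100 cells counted and total cytoplasm intensity under 500,000; inconclusive = wells with under 100 cells, flagged as likely toxic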;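 note: U2OS cells stably carrying GPR55 and arrestin-GFP stimulated by 5 µM LPI near EC80; imaged beta-arrestin-GFP aggregate spots per cell after agonist stimulation; plate controls were LPI-stimulated DMSO wells for no effect and DMSO wells without LPI for full effect; some results filed as inactive read as strong as hits; confirmed hits need IC50 under 10 µM and bright autofluorescent wells are also inconclusive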
T cell modulator: T cell immune modulators affecting CD8 T cell-vesicle binding | 2C CD8+ T cell-vesicle binding, flow cytometry; stronger effect = lower value | calls only at 7 µM | 0.068% of 330,000 active;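 active = response, share of CD8 T cells binding vesicles, and their 90th percentile fluorescence all below set limits, cut at about 80% in these data, passing the limit was not always enough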
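System: murine 2C transgenic CD8+ T lymphocytes; also added: QL9-loaded Drosophila micro-vesicles; times: binding 1.5 h at 37 °C; measured by: flow cytometry, PE anti-B7-1 (FL2) versus Alexa647 anti-CD8 (FL8), PFA-fixed; control set: Peptide-free naked vesicles (low) and QL9 vesicles with 0.7% DMSO vehicle (high)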
T cell modulator vesicle-bound %: also measured in T cell modulator; calls as there; double positive events, %; measured here: CD8+ vesicle-bound cell fraction;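 binding gate set so that unloaded-vesicle control wells show 10% double positive cells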
NTR1 ag cell count 20 µM: further read-out of NTR1 ag, marked with its call; cell count; measured here: cell count, cytotoxicity flag
Active calls of the source: *; i = inactive; ? = inconclusive; . = not tested or not shown; [ ] = remark or other dose.

SMILES	GPR35 antagonists	West Nile antiviral	KOR beta-arrestin-1	KOR beta-arrestin-2	GPR55 beta-arrestin	NTR1 ag	NTR1 ag cell count 20 µM	PhoP inhibition	GPR55 LPI antagonism	T cell modulator	T cell modulator vesicle-bound %
O=C(NCc1ccc(F)cc1)c1cc2c(s1)CS(=O)(=O)C2	16%	-0.4%	-14%	0.8%	-0.2%	-0.1	63	2%	19%	i	8
CC1=CC(C)(C)N(C(=O)CN2C(=O)CCC2=O)c2ccccc21	11%	-0.1%	1%[20 µM]	-0.2%	-0.3%	-1.2	35	4%	-3%	i	57
COc1cc(/C=C/C(=O)c2c(O)cc(C)oc2=O)cc(OC)c1O	-9%	-0.8%	7%	-5.8%	-0.1%	0.0	88	-6%	-3%	i	23
COc1cccc(NS(=O)(=O)c2cc3c(cc2C)N(C)CCO3)c1	-8%	-0.5%	14%[20 µM]	-0.5%	-0.1%	6.2	49	.	11%	i	40
S=C(NN=C1CCN(Cc2ccccc2)CC1)NC1CCCCC1	-3%	-0.6%	-16%	-5.1%	0.2%	0.1	66	2%	-1%	i	53
O=S(=O)(c1ccccc1F)N1CCN(C(=S)NCc2ccccc2)CC1	-4%	0.1%	-14%	2.2%	-0.5%	2.7	40	5%	6%	i	26
NC(=S)NNc1ccnc2cc(Cl)ccc12	-2%	0.4%	12%	-1.8%	1.7%	-0.9	64	5%	1%	i	52
CCOC(=O)N1CCC(N2C(=O)c3ccccc3C2Nc2c(C)cccc2C)CC1 (centres undefined)	13%	.	-3%	0.0%	-0.1%	1.9	87	-10%	6%	i	5
COc1ccc(C(=O)CSc2ccc3nnc(-c4cccnc4)n3n2)cc1	-9%	-0.3%	-10%	4.2%	-0.4%	-1.2	82	-1%	1%	i	50
CC(=O)c1cc2c(cc1NC(=O)CN1CCCCCCC1)OCO2	13%	-0.1%	-28%	23%	-0.2%	2.9	94	10%	9%	i	53

Copied from the list:
KOR beta-arrestin-1, CC(=O)c1cc2c(cc1NC(=O)CN1CCCCCCC1)OCO2 is entered as -28%
T cell modulator vesicle-bound %, O=S(=O)(c1ccccc1F)N1CCN(C(=S)NCc2ccccc2)CC1 is entered as 26
NTR1 ag, CC1=CC(C)(C)N(C(=O)CN2C(=O)CCC2=O)c2ccccc21 is entered as -1.2
GPR55 LPI antagonism, NC(=S)NNc1ccnc2cc(Cl)ccc12 is entered as 1%
KOR beta-arrestin-2, S=C(NN=C1CCN(Cc2ccccc2)CC1)NC1CCCCC1 is entered as -5.1%

Following part.
SMILES	GPR35 antagonists	West Nile antiviral	KOR beta-arrestin-1	KOR beta-arrestin-2	GPR55 beta-arrestin	NTR1 ag	NTR1 ag cell count 20 µM	PhoP inhibition	GPR55 LPI antagonism	T cell modulator	T cell modulator vesicle-bound %
COc1ccc(-c2cc(-c3ccccc3)nc(-c3ccc4c(c3)NC(=O)CO4)c2)cc1	2%	1.7%	-24%	0.9%	0.1%	4.8	71	0%	1%	i	40
Clc1ccc(NCc2nnc3n2CCCCC3)cc1	5%	-0.2%	8%	2.9%	-0.2%	-0.1	44	1%	0%	i	35
O=C(COc1ccc(NC(=O)c2ccccc2)cc1)c1ccccc1	8%	-0.3%	-8%	2.2%	0.4%	-1.2	39	-9%	8%	i	11
COc1cc(CN2CCNC(=O)C2CC(=O)N2CCCO2)cc(OC)c1 (centres undefined)	13%	0.9%	-16%[20 µM]	.	-0.1%	-1.2	87	-6%	13%	i	37
Nc1cc(=O)[nH]c(SCc2ccc(Cl)cc2)n1	2%	0.3%	-5%	5.7%	-0.1%	-0.8	75	12%	4%	i	5
COc1ccccc1CN1CC(C(=O)NCc2nc3ccccc3n2C)CCC1=O (centres undefined)	1%	-0.1%	2%	-1.6%	-0.1%	0.8	56	1%	9%	i	66
O=C(COC(=O)c1ccc(S(=O)(=O)NCc2ccco2)cc1)Nc1ccc(OC(F)F)cc1	1%	0.2%	17%	.	-0.1%	-2.7	96	-3%	3%	i	48
CN1/C(=C\C(=O)c2cccc([N+](=O)[O-])c2)Sc2ccccc21	8%	?	-11%	-3.3%	-0.3%	0.0	53	-4%	11%	i	32
C=CCn1c(SCC(=O)C(C)(C)C)nnc1-c1cccs1	5%	0.2%	-9%	-2.2%	-0.2%	-0.1	88	4%	3%	i	19
CC(=O)C1=NOC(CNC(=O)c2c(-c3ccccc3Cl)noc2C)C1 (centres undefined)	6%	0.2%	10%	-0.4%	-0.1%	-0.6	69	11%	-5%	i	19
COc1ccc(S(=O)(=O)N2CCCC(C(=O)NCC3CCCO3)C2)cc1OC (centres undefined)	-12%	-0.7%	-1%	-3.9%	-0.2%	0.3	47	-1%	4%	i	51
Cc1cccc2c(N=O)c(O)n(CCc3ccccc3)c12	-8%	3.0%	-11%	-0.4%	-0.2%	5.3	58	-6%	-2%	i	25
COc1ccccc1-c1nnc(SCC(=O)NC2CCCCC2)n1C	-1%	0.1%	6%	3.3%	-0.3%	1.3	58	9%	2%	i	40
Cc1ccc(NC(=O)COc2ccccc2)cc1Cl	-4%	0.2%	-19%[20 µM]	0.7%	0.3%	-0.6	51	1%	-2%	i	55
O=C(NC(=S)NCc1ccccc1)C1CCCCC1	6%	-0.4%	16%	0.5%	-0.1%	1.2	56	0%	8%	i	39
O=C(Nc1ccccc1C(=O)O)c1ccc(Br)c(S(=O)(=O)NCc2ccccc2)c1	6%	-0.2%	-24%[20 µM]	.	0.2%	2.0	77	6%	-10%	i	36
COc1ccc(C(=O)O/N=C(/c2ccccc2)c2ccncc2)cc1OC	-6%	0.2%	-6%	0.0%	-0.2%	1.3	35	-5%	0%	i	36
COc1ccccc1CNC(=O)CCCOc1cc(=O)n(C)c2ccccc12	7%	2.5%	-18%	2.0%	-0.4%	-0.8	95	-6%	3%	i	53
CCn1c(=O)cc(OCC(=O)NCCCN2CC(C)CC(C)C2)c2ccccc21 (centres undefined)	2%	1.0%	26%	-0.5%	0.4%	0.8	76	-11%	-13%	i	28
CC1CCC2(CC1)NC(=O)N(CC(=O)Nc1ccccc1-c1ccccc1)C2=O (centres undefined)	-2%	-0.9%	-10%	-1.0%	-0.3%	0.6	45	2%	2%	i	46
Cc1ccc(C(=O)CSc2ncn[nH]2)cc1	1%	0.7%	-5%	-6.2%	0.3%	-1.7	82	9%	10%	i	38
COc1cc(O)c(C(CCN2CCN(c3ccccc3)CC2)c2ccc3c(c2)OCO3)c(OC)c1 (centres undefined)	-14%	-1.3%	-4%	6.0%	0.0%	-0.9	95	2%	15%	i	16
CCCCOc1ccc(C(=O)NC(=S)Nc2ccc(CN3CCOCC3)cc2)cc1	7%	-0.6%	-16%	2.0%	-0.5%	1.5	53	2%	15%	i	57
Cc1oc(-c2cccc(Cl)c2)nc1CSc1nc2c(c(=O)[nH]1)CCC2	-9%	-0.2%	12%	-0.2%	-0.3%	15	70	7%	4%	i	34
O=C(Nc1ccccc1OC(F)(F)F)c1ccc([N+](=O)[O-])cc1	5%	-0.2%	14%	1.9%	-0.2%	-0.1	46	12%	13%	i	48
CCOc1ccccc1NC(=O)CSc1nnc(-c2ccccc2Cl)n1Cc1ccco1	8%	-0.5%	-25%	2.1%	0.3%	-0.4	48	-2%	-13%	i	2
Cc1ccc(C(=O)/C=C/NNC(=O)c2ccccc2O)cc1	2%	-1.6%	1%[20 µM]	-7.7%	-0.1%	0.2	47	14%	6%	i	28
CC(C)C1Oc2ccccc2N(CC(=O)N(Cc2ccccn2)CC2CCCO2)C1=O (centres undefined)	-3%	.	-18%	10%	-0.2%	-0.4	65	-7%	-3%	i	56
CCOC(=O)C1(Cc2ccc(O)cc2)NC(c2ccccc2F)C2C(=O)N(C)C(=O)C21 (centres undefined)	-17%	-0.5%	2%	2.3%	-0.1%	21	69	-10%	3%	i	33
COc1ccc(CCNC(=O)[C@H](CCSC)NC(=O)N2CCn3c2nc2ccccc23)cc1OC	-9%	-0.2%	.	.	-0.2%	-0.1	56	-4%	49%	i	20
O=C1CSC(c2ccccn2)N1Cc1cn2ccccc2n1 (centres undefined)	10%	0.2%	17%	-1.9%	-0.2%	0.1	57	-5%	1%	i	48
CC(C)(CO)Nc1ccc([N+](=O)[O-])cc1[N+](=O)[O-]	5%	-0.2%	16%	2.7%	-0.1%	-0.2	37	12%	.	i	60
Cc1cc(OCC(=O)NCCCN2CCCC2=O)c2c(C)c(C)c(=O)oc2c1	-1%	0.3%	7%	8.1%	-0.2%	2.0	56	9%	-12%	i	48
N#Cc1cc(Cl)c(N2CCOCC2)cc1C#N	2%	0.0%	-54%	-1.9%	-0.2%	2.3	100	5%	-2%	i	38
CC1CN(S(=O)(=O)c2ccc(C(=O)Nc3ccc(S(=O)(=O)Nc4ncccn4)cc3)cc2)CC(C)O1 (centres undefined)	-1%	0.2%	-30%	-0.5%	2.2%	-0.3	47	-6%	4%	i	34
CCn1c(SCC(=O)c2c(N)n(C)c(=O)n(C)c2=O)nnc1-c1ccccc1	5%	-0.5%	23%	-2.3%	0.0%	0.6	83	-4%	7%	i	39
Cc1ccc(CNC(=O)c2cn(C3CCCCC3)c(=O)c3c2c2ccccc2n3C)o1	-1%	-0.4%	30%	-6.1%	0.0%	6.5	51	-3%	19%	i	44
O=C(Nc1ccc(F)cc1)C(Sc1nnc2ccccn12)c1ccccc1 (centres undefined)	-4%	-1.3%	.	0.0%	0.2%	0.4	54	2%	4%	i	53
COc1cccc(CN(C)CC(=O)NCc2ccc(F)cc2)c1OC	16%	-0.1%	-56%	1.6%	-0.1%	-0.4	95	2%	-2%	i	17

Looked up one by one from the list above, 2 records:
SMILES	GPR35 antagonists	West Nile antiviral	KOR beta-arrestin-1	KOR beta-arrestin-2	GPR55 beta-arrestin	NTR1 ag	NTR1 ag cell count 20 µM	PhoP inhibition	GPR55 LPI antagonism	T cell modulator	T cell modulator vesicle-bound %
CC1CN(S(=O)(=O)c2ccc(C(=O)Nc3ccc(S(=O)(=O)Nc4ncccn4)cc3)cc2)CC(C)O1 (centres undefined)	-1%	0.2%	-30%	-0.5%	2.2%	-0.3	47	-6%	4%	i	34
Cc1cc(OCC(=O)NCCCN2CCCC2=O)c2c(C)c(C)c(=O)oc2c1	-1%	0.3%	7%	8.1%	-0.2%	2.0	56	9%	-12%	i	48

Source: PubChem BioAssay (several laboratories)
